Screens from PubChem BioAssay.
IDH1 R132H inh: inhibitors of human mutant IDH1 R132H; Potency, µM (doses to about 76.6 µM), for inactives: at the top dose activity change, negative = inhibition, most hits filed as inhibitors; 390,000 compounds, 0.093% hits; IDH1-R132H enzyme, NADPH consumption, diaphorase/resazurin fluorescence; further: potency means the concentration at half of the fitted maximal effect; on the % scale 0 is the no-effect control and ±100 the full control effect; nearly all actives have a fitted effect of over 65% in size
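IDH1-R132H (0.5 ug/mL dispensed) in pH 7.5 Tris buffer was preincubated 30 min with compound, then given a substrate mix of 0.016 mM NADPH and 2 mM alpha-KG for 80 min at room temperature; remaining NADPH was read by diaphorase/resazurin fluorescence.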
TrxR1 substrate: rat thioredoxin reductase 1 substrate activity | purified TrxR1 substrate turnover, NADPH consumption readout | Potency, µM (titrated, usually from 114 µM), without a hit: at the highest dose activity change, negative = substrate turnover | 390,000 compounds, 0.01% hits | AID 588456; further: potency means the concentration at half of the fitted maximal effect; on the % scale 0 is the no-effect control and ±100 the full control effect; nearly all actives have a fitted effect of over 50% in size
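Rat TrxR1, dispensed at 90 nM, was prereduced with 400 uM NADPH (final) for 5 min at ~22 deg C, then incubated with compound 15 min before 400 uM selenite. A first-read NADPH fluorescence drop versus no-compound background flagged substrates.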
D2 agonist: agonists of human D2 dopamine receptor | P14416 | activation, % at 2 µM | AID 485358 | HEK293 T-REx D2 cells, calcium flux agonist mode | 340,000 compounds, 0.53% hits;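 active means activation over 3 SD above normal in the single-dose calcium agonist read, cut at about 30% in these data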; further: 0% is about no effect
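Agonism scored from kinetic calcium signal (1 read/sec, 180 s) following compound pin transfer, after a 10 s baseline. Cells: HEK293 Trex line expressing inducible D2 receptor coupled to calcium, dye-loaded after overnight culture at 30 C.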
TRHR PAM: TRH receptor (human) allosteric enhancement; 360,000 compounds, 0.66% hits; TRHR cells, fluo-8 calcium fluorescence, EC20 TRH enhancement; P34981; enhancement, % at 2 µM; in the data active means enhancement above about 30%; further: 0% is about no effect
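Enhancer read-out: after compound pinning and an initial kinetic agonist-mode read, an EC20 of TRH (10 nM final) was injected and fluo-8 calcium signal (Ex 480/Em 530) followed at 1 s/cycle for 100 cycles in TRHR-expressing cells.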
rTrxR1 inhibitor: rat TrxR1 inhibition | O89049 | recombinant rTrxR1, NADPH fluorescence consumption, selenite substrate | Potency, µM (doses to about 114 µM), for the others: at the highest dose activity change, negative = inhibition, most hits filed as inhibitors | 390,000 compounds, 1% hits | AID 588453; further: potency means the concentration at half of the fitted maximal effect; on the % scale 0 is the no-effect control and ±100 the full control effect; nearly all actives have a fitted effect of over 65% in size
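Rat TrxR1 (90 nM in the dispensed reagent) was pre-reduced with 400 uM NADPH for 5 min at room temperature, then incubated with compound for 15 min. After 400 uM selenite was added, NADPH fluorescence (Ex 340/Em 450 nm) was followed for 8 min.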
USP1-UAF1 inh: USP1/UAF1 (human) deubiquitinase inhibition; O94782; recombinant USP1/UAF1, Ub-Rhodamine cleavage fluorescence; Potency, µM (doses to about 57.1 µM), without a hit: at the highest dose activity change, negative = inhibition, most hits filed as inhibitors; 390,000 compounds, 0.23% hits; AID 743255; further: potency means the concentration at half of the fitted maximal effect; on the % scale 0 is the no-effect control and ±100 the full control effect; nearly all actives have a fitted effect of over 60% in size; inactives centre near -12
Target sequence (O94782 whole entry, looked up): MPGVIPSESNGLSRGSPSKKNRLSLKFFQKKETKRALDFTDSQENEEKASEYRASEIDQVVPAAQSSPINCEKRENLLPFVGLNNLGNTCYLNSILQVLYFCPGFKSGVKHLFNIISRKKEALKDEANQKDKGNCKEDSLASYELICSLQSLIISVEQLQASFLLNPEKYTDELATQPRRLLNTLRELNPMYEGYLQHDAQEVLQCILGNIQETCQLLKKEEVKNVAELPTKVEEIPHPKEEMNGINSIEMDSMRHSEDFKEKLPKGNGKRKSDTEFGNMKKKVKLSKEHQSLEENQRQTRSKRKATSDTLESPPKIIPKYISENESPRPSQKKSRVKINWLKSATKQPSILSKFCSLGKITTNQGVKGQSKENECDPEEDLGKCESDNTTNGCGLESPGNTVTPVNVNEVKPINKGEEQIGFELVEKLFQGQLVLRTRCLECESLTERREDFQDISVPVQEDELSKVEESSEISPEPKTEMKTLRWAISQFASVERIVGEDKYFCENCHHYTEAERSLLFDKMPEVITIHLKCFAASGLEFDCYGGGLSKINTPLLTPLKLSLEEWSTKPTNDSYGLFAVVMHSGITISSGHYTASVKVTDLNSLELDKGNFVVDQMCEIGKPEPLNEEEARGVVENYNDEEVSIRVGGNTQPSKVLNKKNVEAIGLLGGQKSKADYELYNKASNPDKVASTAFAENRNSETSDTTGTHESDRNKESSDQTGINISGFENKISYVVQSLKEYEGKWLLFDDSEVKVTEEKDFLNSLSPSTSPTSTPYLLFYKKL
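In this screen, compounds sit with the deubiquitinase complex (1nM) for 15 min at room temperature before Ub-Rho is added at 150nM final. Fluorescence rise is then followed for 6 reads every 60 seconds.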
TRHR ag: TRH receptor (human) agonism; activation, % at 2 µM; 360,000 compounds, 0.18% hits; TRHR cells, calcium flux fluo-8, FDSS agonist mode; P34981; in the data active means activation above about 30%; further: 0% is about no effect
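TRHR-expressing cells loaded with fluo-8 calcium dye; 23 nL library compound pin-transferred, kinetic FDSS fluorescence (Ex 480/Em 530) recorded about 180 s for agonist-induced calcium release, before a 10 nM TRH EC20 addition for potentiator mode.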
D2 antagonist: antagonists of human D2 dopamine receptor; inhibition, % at 10 µM; P14416; HEK293 TREx D2 cells, calcium flux, dopamine EC80; AID 485344; 340,000 compounds, 2% hits; in the data active means inhibition above about 30%; further: 0% is about no effect
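Antagonism is scored as inhibition of an EC80 dopamine-evoked calcium signal in a force-coupled, tetracycline-inducible HEK293 T-REx D2 line, with compound present 180 s before agonist.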
PI4K2A block: PI4K2A (human) kinase inhibition; Q9BTU6; purified PI4K2A, ADP-Glo luminescence, 1 h; active compounds read low; activity change, negative = inhibition, % at 76.9 µM; 420,000 compounds, 0.13% hits; AID 1346378; in the data active means activity change below about -50%; inconclusive means mostly about -30% to -49%;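 further: -100% = wells without enzyme as full effect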
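In this quantitative HTS, ADP production by PI4K2A was quantified luminescently after 1 h at ambient temperature; 100 microM adenosine served as plate-quality control.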
* marks the source's active call; other numbers are inactive results; u = inconclusive; x = not tested or not shown; [ ] = another dose, or the depositor's remark. Unless noted, the call rests on the fitted dose curve; in most records, active means well fitted inhibition curve with a large enough effect; inconclusive means small, poorly fitted or top-dose-only effect; inactive means no such curve, though single readings can be large or run the other way. Compounds as they come; about 3.9% have a hit in one of these screens.

SMILES	IDH1 R132H inh	TrxR1 substrate	D2 agonist	TRHR PAM	rTrxR1 inhibitor	USP1-UAF1 inh	TRHR ag	D2 antagonist	PI4K2A block
CC(=O)Nc1sc2c(c1C#N)CC(C)(C)NC2(C)C	1%	5%	1.9	-2	10%	-7%	1.1	6	4
CCCCN(C(=O)CSc1nnnn1C)C1CCS(=O)(=O)C1 (stereo unspecified)	11%	0%	0.1	-10	16%	-7%	0.6	-18	5
S=C(c1cn(CCOc2ccccc2)c2ccccc12)N1CCCC1	2%	-5%	0.8	11	1%	-17%	2.3	-2	6
Clc1ccccc1CN1CCC(Cc2ccccc2)CC1	8%	1%	1.6	2	4%	-3%	-0.9	10	-3
Cc1ccc(NC(=O)CSc2nccn2C2CCCC2)cc1Cl	1%	-14%[57.1 µM]	-0.1	-4	-4%[57.1 µM]	-20%	-0.6	x	1
CC(=O)c1c(C)n(CCO)c2ccc(O)cc12	0%	5%	0.8	2	16%	-18%	0.2	-2	1
Cc1cccc(N(CC(=O)NC2CCCCC2)C(=O)Cn2nnc(-c3ccc(C)o3)n2)c1	-4%	-3%	x	-6	10%[57.1 µM]	-11%	-1.3	x	-9
C#CCOCCOCCOCCNc1nc(N2CCN(C(=O)[C@H]([C@@H](C)CC)n3cc(CCCN=C(N)N)nn3)CC2)nc(N2CCN(C(=O)[C@H]([C@@H](C)CC)n3cc(CCC(=O)O)nn3)CC2)n1	-5%[38.3 µM]	0%	x	x	u	-27%	x	x	-3
O=C(CSc1ncn[nH]1)NC1CCCc2ccccc21 (stereo unspecified)	9%	4%	2.6	0	15%[57.1 µM]	-2%	0.0	-4	-1
Cc1ccccc1Nc1c(-c2cccc(Cl)c2)nc2ncccn12	11%	-10%	0.2	2	-6%	4%	-1.1	x	2
CC(C)c1nc(Cl)c(C#N)c2c1COC(C)(C)C2	7%	7%	1.7	-5	42%[activator]	-21%	0.0	-3	4
NC(=O)NC1(C(=O)O)CCCC1	2%	-2%	x	x	13%	-5%	x	x	-3
C/C(=N\NC(=O)COc1ccccc1-c1ccccc1)c1ccc(O)cc1O	-2%	5%	0.2	28	21%	-28%	0.5	15	-3
CCOCCn1c(CN2CCN(CCO)CC2)nc2c1c(=O)n(C)c(=O)n2C	-7%	3%[57.1 µM]	0.5	-6	12%[57.1 µM]	-18%	0.3	-21	-1
NC(=O)c1c(NC(=O)CS(=O)(=O)c2ccc(Cl)cc2)sc2c1CCCC2	12%	6%[57.1 µM]	x	1	20%[57.1 µM]	u	-0.7	x	0
CCCCNC(=O)c1onc(CSc2ccncc2)c1C(=O)NCCCC	16%	3%[57.1 µM]	0.4	-2	15%	-16%	-0.4	-6	6
CC(=O)OCc1cc(=O)n2nc(C3CCCCC3)sc2n1	-8%	10%[57.1 µM]	2.7	0	22%[57.1 µM]	-20%	0.0	x	-1
Cn1c(=O)n(CCOc2ccc(Cl)cc2Cl)c2ccccc21	0%	-7%	-0.6	-9	-1%	-8%	0.4	17	-6
COC(=O)[C@H](CO)N1C(=O)[C@@H]2[C@H](C1=O)C1C=C[C@H]2C1	22%	-2%	x	x	1%	-6%	x	x	-3
O=C1CNC(=O)N1c1ccc(Cl)cc1	6%	3%	0.4	6	13%	-31%	0.1	-18	5
O=C(c1ccc(F)cc1)N1CCC(c2ccccc2)C1 (stereo unspecified)	0%	8%[57.1 µM]	2.5	0	6%[11.4 µM]	5%	0.0	-31	4
CCOc1ccc(OCc2ccc(C(=O)NC(C)(C)C)o2)cc1	3%	5%[57.1 µM]	1.0	3	5%[57.1 µM]	-4%	-2.2	12	1
COc1cc2c(C(=O)N(C)c3cccc(C(F)(F)F)c3)cn(CC(C)C)c(=O)c2cc1OC	1%	-4%	x	-4	-15%	-11%	-0.4	x	-3
CC(=O)c1cc2c(cc1NC(=O)CCC1CCCC1)OCO2	x	x	-2.2	9	x	x	-0.4	-3	x
Cc1nn(CC(=O)Nc2ccc(Br)cc2F)c(=O)c2cccn12	-2%	3%	-0.5	-2	8%	-12%	-0.7	47*	10
COc1cc(/C=N/NC(=O)c2ccncc2)ccc1OCC(=O)Nc1ccccc1	0%	-8%	0.5	0	7%	-2%	2.1	1	12
O=C(CN1C(=O)c2ccccc2S1(=O)=O)NCCc1ccc(F)cc1	2%	2%	x	x	24%	-16%	x	x	0
O=C(CSc1n[nH]c(-c2ccc(F)cc2)n1)N1CCN(c2ccc(F)cc2)CC1	0%	3%[57.1 µM]	0.2	-2	17%[57.1 µM]	-7%	0.0	x	5
CC(C)(C)OC(=O)N[C@@H](C(=O)OC(C)(C)C)c1ccc(C(F)(F)F)cc1	10%	-9%	0.0	0	14%	5%	1.0	-1	2
O=C(Cn1cncn1)NCc1cccc2ccccc12	6%	9%[57.1 µM]	x	x	19%[57.1 µM]	-13%	x	x	-1
O=C(NNC(=O)c1ccncc1)Nc1cccc(C(F)(F)F)c1	2%	5%	0.0	12	20%	-16%	0.1	3	-3
CCOc1cc2[nH]c(=S)n(Cc3ccc(C(=O)NCCCN4CCOCC4)cc3)c(=O)c2cc1OCC	0%	-1%	0.5	7	-14%	-13%	-0.3	-14	-4
c1nnc2c3c4c(sc3ncn12)CCCC4	x	x	1.3	2	x	x	0.1	1	x
CCCCNC(=O)CCCN1C(=O)CCn2nc(-c3cccn3C)cc21	-4%	0%[57.1 µM]	-2.1	2	20%[57.1 µM]	u	-0.3	x	6
COc1ccc(OC)c(-n2c(-c3cc(-c4ccco4)[nH]n3)n[nH]c2=S)c1	3%	-3%[57.1 µM]	0.0	-7	3%[57.1 µM]	-19%	0.6	3	2
O=C(Nc1cccc(-c2cccc(F)c2)c1)C1CCN(Cc2ccc(CO)o2)CC1	0%	5%	-0.1	3	-3%	-7%	-0.7	2	-2
CCOC(=O)NC(=O)c1cn(C(CC)CO)c(=O)[nH]c1=O (stereo unspecified)	3%	5%[57.1 µM]	-1.3	3	8%[57.1 µM]	-10%	-0.9	10	4
COc1ccc2c(c1)c1ncn(Cc3ccccn3)c(=O)c1n2C	0%	284%[activator]	1.8	-6	75%[activator]	-1%	-0.4	0	-9
COc1cc(CN(C(=O)c2ccco2)C2CCS(=O)(=O)C2)cc(OC)c1OC (stereo unspecified)	-6%	0%	-0.1	-7	14%	-19%	-0.4	-2	-2
CCOc1cccc2cc(-c3nc4sc(C(=O)Nc5ccc(C)cc5)c(C)c4c(=O)[nH]3)c(=O)oc12	10%	1%	-0.7	-1	-1%	54%[activator]	0.7	x	-2
COC(=O)c1ccc(N=NN2CCOCC2)cc1	-2%	-11%	-0.2	2	-10%	-10%	0.2	-1	-2
COc1ccc(/C(C)=N\NC(=O)CSc2nnc(C)s2)cc1	12%	-3%	-0.5	-3	-1%	-4%	0.0	9	-4
COC(=O)c1ccc(N2CCCCC2)c(N)c1	2%	-3%	-1.3	-3	-5%	-16%	-0.3	-12	4
Cc1cnccc1CNC(=O)C1CCC(=O)N(Cc2ccc(Cl)cc2)C1 (stereo unspecified)	-2%	3%[57.1 µM]	0.2	9	16%[57.1 µM]	-12%	0.2	-7	2
COc1ccccc1OCC(=O)NNC(=O)c1cnccn1	4%	-2%	0.3	2	-10%	-19%	0.0	7	-2
CC(=O)Nc1ccc(S(=O)(=O)N[C@@H](C)C(=O)N2CCN(C/C=C/c3ccccc3)CC2)cc1	-1%	-3%	1.4	2	20%	-9%	0.2	-9	1
COc1ccc(S(=O)(=O)NCCSCc2ccccc2C)cc1Br	1%	-1%	-1.2	12	14%	-19%	0.6	6	0
COc1ccccc1-n1c(C)cc(/C=C2/C(=N)N3C(=NC2=O)SN=C3S(C)(=O)=O)c1C	2%	-10%	-0.6	-9	-11%	-16%	0.3	-2	4
CSCC[C@H](NC(=O)OC(C)(C)C)c1nnc(SCC=C(C)C)o1	14%	-6%	x	15	-5%	-15%	0.2	x	0
COc1ccc(CN2CC(C(=O)NCCc3ccc(Cl)cc3)CC2=O)cc1 (stereo unspecified)	0%	-2%	0.1	-4	5%	-14%	-0.2	5	-1

Further compounds follow.
SMILES	IDH1 R132H inh	TrxR1 substrate	D2 agonist	TRHR PAM	rTrxR1 inhibitor	USP1-UAF1 inh	TRHR ag	D2 antagonist	PI4K2A block
COc1ccc(NC(=O)c2ccc(N3CCOCC3)nc2)cc1	2%	-4%	-0.3	-7	16%	-15%	-0.4	-3	-7
CCCc1c(C)[nH]c2nc3ccccc3n2c1=O	5%	12%[57.1 µM]	-1.2	-4	5%[57.1 µM]	-9%	1.5	4	-22
O=C(C[n+]1ccccc1)Nc1ccccc1C(=O)O	-4%	0%	0.2	-8	8%	-26%	1.6	14	-5
CC(C)(C)NC(=O)c1cccc(NC(=O)c2cccc(O)c2)c1	2%	4%	-0.6	0	17%	u	0.3	1	0
COc1ccc2cc(-c3cc(C(=O)OCC(=O)Nc4c(C)n(C)n(-c5ccccc5)c4=O)c4ccccc4n3)ccc2c1	4%	-8%	0.9	-4	-19%	-4%	0.2	9	0
COc1ccc(NC(=O)/C(=C/c2ccc3c(c2)OCO3)NC(C)=O)cc1	0%	-7%	-1.9	-7	-2%	-21%	0.1	2	-6
CCN(CC)S(=O)(=O)c1ccc(OC(C)C)c(NC(=O)c2c3c(nc4ccccc24)CCN(Cc2ccccc2)C3)c1	1%	-8%	11	3	-3%	-9%	-0.4	-4	4
O=C(NCc1ccccc1)c1ccccc1OCC(=O)N1CCCCC1	-4%	-10%	-0.1	-9	-11%	0%	-0.2	-11	2
CC(C)Cn1c(N)c(C(=O)COC(=O)c2ccc(O)cc2O)c(=O)n(C)c1=O	3%	-7%	0.8	12	5%	-10%	0.7	-7	2
CCOCCCNC(=O)c1ccc(CS(=O)(=O)Cc2ccccc2F)o1	7%	-3%	x	1	u	-10%	-0.2	x	-6
